# Screens deposited in PubChem by several laboratories.
# K1F lysis inhibition = inhibition of K1F phage lysis, E. coli UTI89, bacterial capsule biogenesis inhibitors, alamar blue (AID 488966) | E. coli UTI89 K1F phage lysis, alamar blue, 2 h; higher % means a stronger effect | inhibition, % at 100 µM; hits with a dose series show IC50 in µM | 340,000 tested, 0.02% active;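 active = phage lysis inhibition, versus mean bacterial control, above a set limit; inconclusive = no clear call, values can overlap the other calls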;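 note: capsule biogenesis inhibitors block K1F phage lysis so surviving cells raise fluorescence; higher fluorescence means more inhibition of phage lysis; actives were called in the ten point dose series up to 300 µM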
# Hep lipid drop = hepatic lipid droplet formation modulation; AID 1656; AML12 mouse hepatocytes, oleate lipid droplets, BODIPY imaging; inhibition, % at 6.5 µM; 240,000 tested, 0.4% active;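 active = lipid droplet intensity inhibited by at least 50%, with more than 500 cells counted; inconclusive = wells with under 300 cells, treated as cytotoxic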
#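 Test system: AML12 mouse liver cells; schedule: overnight exposure; technique: high-content imaging of BODIPY-stained droplets and DAPI nuclei; read-out: % inhibition of corrected integrated BODIPY droplet signal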
# M1AAP inhibition = malaria alanyl aminopeptidase activity blockers – biochemical, fluorogenic H-Leu-NHMec substrate, 1536-well (AID 1445); 220,000 tested, 0.42% active; recombinant M1AAP, H-Leu-NHMec fluorogenic kinetic assay; higher % means a stronger effect; inhibition, % at 30 µM, or IC50 in µM where a hit was titrated;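 active = primary inhibition above the hit cutoff, then over 50% inhibition at one or more dose response concentrations, cut at about 23% in these data, passing the limit was not always enough; inconclusive = conflicting primary data, or primary hits not chosen for dose response; inactive = low primary inhibition, or under 50% at every dose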;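 note: plate controls were DMSO full reaction for no effect and no enzyme background for full effect; strong numbers were not always called active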
# human PMI inhibitors = MPI inhibition at elevated mannose 6-phosphate – biochemical, fluorescence intensity, high mannose 6-phosphate, primary screen (AID 1220); recombinant PMI enzyme, coupled fluorescence intensity; higher % means a stronger effect; one-dose inhibition, % at 20 µM; IC50 in µM for titrated hits; 190,000 tested, 0.66% active
# human PMI inhibition = MPI enzyme activity inhibition – biochemical, fluorescence intensity, coupled assay, primary screen (AID 1209). 190,000 tested, 0.42% active. purified PMI enzyme, coupled fluorescence intensity; higher % means a stronger effect. inhibition, % at 20 µM, or IC50 in µM where a hit was titrated;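 note: plate controls were DMSO vehicle for no effect and wells lacking substrate for full effect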
# XIAP antagonists = XIAP antagonists, biochemical, IAP family, fluorescence polarization (AID 1018); 200,000 tested, 0.007% active; XIAP BIR domain, fluorescence polarization peptide displacement; higher % means a stronger effect; one-dose displacement, % at 20 µM; IC50 in µM for titrated hits; in the data active = displacement above about 50%; note: a part of the inactive calls stands beside numbers as strong as those of hits
# P. falciparum M17LAP = P. falciparum M17LAP inhibitors, primary screen, biochemical, fluorogenic H-Leu-NHMec substrate, 1536-well (AID 1619). recombinant M17LAP, H-Leu-NHMec fluorogenic kinetic assay; higher % means a stronger effect. one-dose inhibition, % at 30 µM; IC50 in µM for titrated hits. 220,000 tested, 0.38% active;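 active = compound inhibiting the enzyme by more than half at any dose during confirmatory dose-response retesting; inconclusive = strong single-dose inhibitors picked by rank but not retested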;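 note: plate controls were full reaction with DMSO carrier for no effect and no enzyme background for full effect; strong numbers were not always called active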
# SIAH1 antagonists = Siah-1 peptide-binding antagonists, primary screen, biochemical, fluorescence polarization, rhodamine-plectin, uHTS (AID 1817). Siah-1 / rhodamine-plectin peptide fluorescence polarization; higher % means a stronger effect. displacement, % at 20 µM, or IC50 in µM where a hit was titrated. 290,000 tested, 0.02% active;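 active = displacement of at least 50% at 20 µM, with a fluorescence ratio check between 0.3 and a set limit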;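 note: plate controls were Siah plus tracer with DMSO for no effect and tracer alone without Siah for full effect; strong numbers were not always called active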
# TNAP activation fold = human TNAP enzyme activators, primary screen, biochemical, luminescent, no phosphate acceptor, uHTS (AID 1001); purified TNAP, luminescent activation assay, no phosphate acceptor; higher activation fold means a stronger effect; activation fold at 20 µM, or EC50 in µM where a hit was titrated; 200,000 tested, 0.03% active; in the data active = activation fold from about 3, or a potency from the dose series; inactive = the rest, 99 in 100 with activation fold below about 1.6; note: many of its hits are not listed in these tables
# Hep lipid drop cells 6.5 µM = recorded beside Hep lipid drop, whose call it bears; cell count; measured here: cell count, cytotoxicity flag;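 cells counted across two imaged fields per well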
# Starred values were filed as active, the others as inactive; ? = inconclusive; . = not tested or not shown; [ ] = remark or other dose. Cut-off read from the data, not from the text of the source, unless noted: active = inhibition above about 50%; inactive = the rest.
SMILES,K1F lysis inhibition,Hep lipid drop,Hep lipid drop cells 6.5 µM,M1AAP inhibition,human PMI inhibitors,human PMI inhibition,XIAP antagonists,P. falciparum M17LAP,SIAH1 antagonists,TNAP activation fold
COc1ccccc1NC(=O)Oc1ccc(NC(=O)c2ccco2)cc1,-0.4%,.,.,7%,25%,12%,-5.5%,17%,-4%,1
Cc1cc(C)c(C#N)c(SCc2[nH]nc3c2C(c2ccc(F)cc2)C(C#N)=C(N)O3)n1 (stereo not given),-0.8%,-5,740,5%,16%,13%,-0.1%,26%,7%,1.1
O=C(Nc1ccc(O)c(C(=O)O)c1)c1ccc2c(c1)C(=O)N(CC1CCCO1)C2=O (stereo not given),0.7%,-9,727,9%,6%,8%,-4.8%,-8%,-2%,1.1
CCOC(=O)c1c(-n2cccc2)sc2c1CCCC2=O,3.2%,-2,604,14%,7%,11%,-3.1%,8%,-4%,1
Cn1cnnc1SCC(=O)NNC(=O)COc1ccc(Cl)cc1,0.2%,-6,715,20%,11%,9%,-3.5%,20%,-2%,1.9
CCOC(=O)c1cccc(-n2c(-c3ccc(OC)cc3)nc3nc4ccccc4nc32)c1,.,-7,674,-3%,4%,21%,-7.9%,-2%,3%,1
O=C(NN1C(=O)C2C3C=CC(C4CC34)C2C1=O)c1cccc(Cl)c1 (stereo not given),-0.1%,11,731,6%,0%,-2%,-1.5%,11%,1%,1
CCNc1nc(NC(C)C)nc(SCCOC(=O)c2ccccc2)n1,0.4%[50 µM],14,798,6%,-6%,-7%,0.1%,-13%,6%,1
COc1cc(/C=N/NC(=O)Cc2csc(N3CCOCC3)n2)cc(OC)c1O,0.5%,40,672,2%,12%,-1%,-4.6%,5%,-5%,1.1
CN(CC(=O)NCCc1ccccn1)S(=O)(=O)c1ccc(Cl)cc1,0.2%,-5,696,10%,5%,6%,-1.6%,-3%,-3%,1
Cc1csc(SCC(=O)NCCc2ccc(Cl)cc2)n1,6.3%,-10,614,1%,-1%,-3%,-3.8%,-7%,0%,1.1
CCn1nnnc1SCC(=O)NCc1cccs1,1.1%,.,.,-1%,-13%,-15%,-5.9%,1%,-4%,1.1
CCOC(=O)c1ccc(NC(=O)N2CCc3ccccc32)cc1,0.0%,8,718,10%,6%,7%,-4.7%,-7%,10%,1.1
O=C1C(=Cc2ccco2)C(=O)c2ccccc21,0.2%,6,645,19%,-12%,-16%,17%,23%,-3%,1
CN(CCO)c1ncnc2nc[nH]c12,-0.5%,0,769,-5%,-18%,-14%,-8.9%,5%,5%,0.9
COC(=O)c1cnn(-c2nc3c(C)cccc3s2)c1C,1.8%,-2,812,-4%,-4%,-2%,-2.4%,8%,4%,1.1
CCc1c(C(=O)NNC(=S)NCc2ccccc2)csc1C,1.2%,20,750,-4%,1%,-4%,-7.6%,-4%,-2%,2
CC(=O)Nc1ccc(S(=O)(=O)N2CCN(c3ccc(C)c(Cl)c3)CC2)cc1,1.9%,.,.,-1%,5%,-2%,-6.4%,-3%,0%,1.1
COc1cc(SC)ccc1C(=O)Nc1ccncc1,0.1%,11,731,3%,5%,3%,3.9%,1%,-1%,1.1
CCn1c(C)nc2cc(C(=O)N/N=C/c3ccccc3C)ccc21,0.3%,-14,659,0%,-6%,-5%,2.4%,2%,4%,1.1

# Some of the entries so far, with values under each structure.
# Value order: K1F lysis inhibition	Hep lipid drop	Hep lipid drop cells 6.5 µM	M1AAP inhibition	human PMI inhibitors	human PMI inhibition	XIAP antagonists	P. falciparum M17LAP	SIAH1 antagonists	TNAP activation fold
> O=C1C(=Cc2ccco2)C(=O)c2ccccc21
 : 0.2%	6	645	19%	-12%	-16%	17%	23%	-3%	1
> CN(CCO)c1ncnc2nc[nH]c12
 : -0.5%	0	769	-5%	-18%	-14%	-8.9%	5%	5%	0.9

# Next part
SMILES,K1F lysis inhibition,Hep lipid drop,Hep lipid drop cells 6.5 µM,M1AAP inhibition,human PMI inhibitors,human PMI inhibition,XIAP antagonists,P. falciparum M17LAP,SIAH1 antagonists,TNAP activation fold
CC(C(=O)N1c2ccccc2Sc2ccccc21)n1nnc(-c2cccs2)n1 (stereo not given),-0.3%,-3,740,4%,-1%,17%,-13%,3%,-2%,1
COc1ccc(NC(=O)C2=C(C)C(=O)OC23CCC(C)CC3)cc1Cl (stereo not given),0.1%,13,807,-4%,1%,2%,-4.7%,-3%,2%,1.1
Fc1cc(F)c2nc(Nc3nc4cc5c(cc4s3)OCO5)sc2c1,3.9%,-18,598,-3%,-6%,9%,-5.2%,-16%,28%,2.3
COC(=O)COc1ccc(S(=O)(=O)N2CCc3ccccc3C2)cc1C,0.0%[50 µM],13,784,0%,3%,5%,-2.5%,-7%,1%,1
CCOc1ccc(C(=O)Nc2cc(OC)ccc2OC)cc1,5.0%,.,.,14%,10%,1%,-2.8%,2%,0%,1.2
CCCN1C(=O)/C(=C/c2ccncc2)SC1=S,4.8%,0,594,6%,14%,12%,-1.8%,-5%,-8%,0.9
CCOc1ccccc1N1CC(C(=O)NCCc2ccc(S(N)(=O)=O)cc2)CC1=O (stereo not given),0.0%,-9,747,1%,6%,11%,-8.9%,-15%,-8%,1
Cc1ccc(NC(=O)c2cn(CCC#N)nc2-c2cccs2)c([N+](=O)[O-])c1,3.4%,1,679,-4%,7%,8%,-4.9%,8%,-3%,1.1
Cc1sc2nc(SCC(=O)N3CCN(CCO)CC3)n(-c3ccccc3)c(=O)c2c1C,4.9%,23,759,7%,11%,12%,-8.8%,6%,0%,1.1
COc1cc(C(=O)N(CCc2ccccc2)C2=CC3CCC(C2)N3C)cc(OC)c1OC (stereo not given),0.0%,6,776,0%,-16%,-21%,-2.2%,-9%,3%,1.1
Cc1c(NC(=O)C(C)OC(=O)c2cccc([N+](=O)[O-])c2)c(=O)n(-c2ccccc2)n1C (stereo not given),0.1%,-8,698,1%,-11%,-12%,-4.3%,-2%,8%,1.1
CC(C(=O)NC1CCCC1)N1CCN(Cc2ccccc2)CC1 (stereo not given),0.0%,8,685,-7%,-3%,-5%,-1.3%,33%,-5%,1.1
CCN(Cc1ccccc1)S(=O)(=O)c1ccc(C(=O)N2CCN(c3nc4ccccc4s3)CC2)cc1,0.0%,-15,638,1%,18%,9%,-0.3%,4%,-6%,1
CN(C)S(=O)(=O)c1ccc(NC(=O)COc2ncnc3c2cnn3-c2ccccc2)cc1,3.4%,-4,686,6%,11%,10%,5.7%,1%,2%,1.1
COC(=O)c1c(NC(=O)CSc2nnnn2-c2ccccc2)sc2c1CCC(C(C)(C)C)C2 (stereo not given),-0.4%,-31,751,2%,1%,9%,-12%,-14%,-5%,1
Cc1ccc(S(=O)(=O)NNC(=O)Cc2cccn2C)cc1,0.1%,15,692,6%,-9%,-13%,-5.9%,3%,12%,1.1
O=C(CCN1C(=O)c2ccc([N+](=O)[O-])cc2C1=O)Nc1nccs1,-0.5%,7,686,3%,-2%,-10%,-4.5%,-5%,4%,1.1
CCCCn1c(SCC(=O)N2CCc3ccccc32)nnc1-c1ccncc1,0.1%,15,719,-2%,.,.,.,10%,-8%,.
NC(=O)c1cc2c(s1)-c1cc(Cl)ccc1SC2,-0.8%,0,677,?,.,.,.,42%,2%,.
Cc1ccc2cc(CNC(C)C)c(=O)[nH]c2c1,0.5%,.,.,6%,0%,4%,-2.4%,14%,-4%,1.1
Cc1ccc2oc(-c3ccccc3)c(C(=O)O)c(=O)c2c1,0.1%,.,.,3%,-24%,-18%,-2.2%,-5%,6%,1.1
C=CCn1c(=O)[nH]c2cc(C(=O)N3CCN(c4cccc(Cl)c4)CC3)ccc2c1=O,-0.1%,.,.,4%,2%,0%,-6.2%,-5%,10%,1
Cc1ccccc1NC(=O)COC(=O)CNC(=O)c1sc2ccccc2c1Cl,3.4%,-1,644,1%,8%,8%,-3.7%,-1%,9%,1.2
COc1ccc(-n2nc(C(=O)NCC(=O)N3CCN(c4ccccn4)CC3)c3ccccc3c2=O)cc1,-0.7%,.,.,1%,10%,4%,-5.5%,6%,0%,1.1
O=Cc1cccc(Oc2ncccn2)c1,-0.1%,9,692,4%,6%,-7%,-7.3%,3%,-3%,1
Cc1cc(C)c(OCC(O)CN2CCN(c3ccccn3)CC2)c(C)c1 (stereo not given),0.1%,12,652,0%,-12%,-23%,-2.7%,-3%,-2%,1
CCN(CC)S(=O)(=O)c1cc(C(=O)Nc2cc(Cl)ccc2N2CCN(C)CC2)ccc1Cl,0.5%,11,832,8%,-1%,-3%,-5.5%,-3%,1%,0.8
Cc1cc(C)n2c(SCC(=O)Nc3ccc(F)cc3)nnc2n1,0.1%,1,691,-2%,.,.,.,3%,-3%,.
Cc1cc(C(=O)CSc2nnc(-c3ccccc3)n2Cc2ccc3c(c2)OCO3)c(C)n1C,0.1%,.,.,7%,4%,-15%,-3.2%,-2%,-2%,1.1
N#CC1=C(N)N(c2ccccc2Sc2ccccc2)C(=O)C1,0.1%,-27,766,12%,8%,4%,0.3%,-8%,-2%,1.1
O=C(Cn1cnc2ccccc21)N/N=C/c1ccc([N+](=O)[O-])cc1,0.1%,-5,646,5%,10%,14%,-7.6%,3%,3%,1.1
Cc1cc(C)c(S(C)(=O)=O)c(NN)n1,0.3%,-4,686,4%,-1%,-5%,-11%,53%,0%,0.9
CN1CCN(C(=S)c2cn(CCOc3ccccc3)c3ccccc23)CC1,0.8%,-5,704,8%,4%,-6%,-5.0%,0%,-5%,1

# Five of the compounds above, with two lines to a compound:
# Order of results: K1F lysis inhibition, Hep lipid drop, Hep lipid drop cells 6.5 µM, M1AAP inhibition, human PMI inhibitors, human PMI inhibition, XIAP antagonists, P. falciparum M17LAP, SIAH1 antagonists, TNAP activation fold
Cc1cc(C(=O)CSc2nnc(-c3ccccc3)n2Cc2ccc3c(c2)OCO3)c(C)n1C
 : 0.1%, ., ., 7%, 4%, -15%, -3.2%, -2%, -2%, 1.1
N#CC1=C(N)N(c2ccccc2Sc2ccccc2)C(=O)C1
 : 0.1%, -27, 766, 12%, 8%, 4%, 0.3%, -8%, -2%, 1.1
O=C(Cn1cnc2ccccc21)N/N=C/c1ccc([N+](=O)[O-])cc1
 : 0.1%, -5, 646, 5%, 10%, 14%, -7.6%, 3%, 3%, 1.1
Cc1cc(C)c(S(C)(=O)=O)c(NN)n1
 : 0.3%, -4, 686, 4%, -1%, -5%, -11%, 53%, 0%, 0.9
CN1CCN(C(=S)c2cn(CCOc3ccccc3)c3ccccc23)CC1
 : 0.8%, -5, 704, 8%, 4%, -6%, -5.0%, 0%, -5%, 1
